zfTRPN1 agonist: agonists of zebrafish TRPN1 channel | activation, % at 3 µM | HEK293 zebrafish TRPN1-YFP, Fluo-8 calcium fluorescence; 100% = response to 87 µM carbachol | 220,000 compounds, 0.18% hits;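 active means activation above its plate's cutoff, the mean activation of test wells on that plate plus 3 SD, cut at about 19% in these data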;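 further: 0% = DMSO alone and 100% = 87 µM carbachol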
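Material – zebrafish TRPN1-YFP in HEK293 cells · Doses – 3 µM single point · Schedule – dye 1 h 37 °C plus 30 min RT · Signal – Fluo-8 calcium fluorescence, excitation 470-495 nm, emission 515-575 nm · Read-out – % activation versus carbachol response · Control set – carbachol high, DMSO low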
S1P4 antag: blocks the human S1P4 receptor | O95977 | S1P4-expressing cells, antagonist mode, reporter read-out | inhibition, % at 4.98 µM | 220,000 compounds, 0.26% hits | AID 1510; in the data active means inhibition above about 29%;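 further: 0% = wells stimulated with agonist and 100% = vehicle wells without agonist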
S1P4 agonist: human S1P4 receptor agonism. O95977. S1P4-expressing cell line, agonist reporter assay. activation, % at 4.98 µM. 220,000 compounds, 0.35% hits; in the data active means activation above about 11%;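 further: 0% = DMSO vehicle and 100% = reference agonist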
NPY Y1 blocker: blocks the human neuropeptide Y Y1 receptor | P25929 | inhibition, % at 3.6 µM | 200,000 compounds, 1% hits | HEK293-CNG Y1 cells, membrane potential fluorescence; NPY at EC95, then isoproterenol;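 active means inhibition above the campaign mean inhibition of all tested compounds plus 3 SD, cut at about 20% in these data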;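 further: 0% = DMSO wells given NPY plus isoproterenol and 100% = isoproterenol alone without NPY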
Target sequence (P25929 whole entry, looked up): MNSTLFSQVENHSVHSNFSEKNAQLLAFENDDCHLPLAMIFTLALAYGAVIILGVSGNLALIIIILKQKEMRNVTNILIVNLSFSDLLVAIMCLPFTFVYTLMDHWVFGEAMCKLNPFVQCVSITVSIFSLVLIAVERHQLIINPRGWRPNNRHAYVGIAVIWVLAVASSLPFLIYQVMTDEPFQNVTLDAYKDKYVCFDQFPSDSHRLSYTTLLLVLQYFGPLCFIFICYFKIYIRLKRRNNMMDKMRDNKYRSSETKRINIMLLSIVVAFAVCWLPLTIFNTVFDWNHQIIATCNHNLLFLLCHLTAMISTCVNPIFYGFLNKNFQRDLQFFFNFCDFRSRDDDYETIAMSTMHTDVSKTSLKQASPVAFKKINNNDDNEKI
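Assay system: HEK293 cells with Y1 receptor plus CNG channel | Probe or stimulus: NPY (25 nM), isoproterenol (1 µM), Ro 20-1724 (25 µM) | Timing: Compound incubation 1 h at room temperature, readout 45 min post-stimulation | Measured by: Membrane-potential fluorescent dye readout | Benchmarks: High control isoproterenol alone, low control NPY with isoproterenol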
NPY-Y2 PAM-ag: potentiates or activates human NPY-Y2 receptor | P49146 | cells expressing NPY-Y2, potentiator/agonist read-out | activation, % at 3.6 µM | 220,000 compounds, 0.45% hits | AID 1359; in the data active means activation above about 27%;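 further: cells stimulated with NPY near EC25 plus isoproterenol at EC100; 0% = vehicle plus submaximal agonist and 100% = vehicle plus saturating agonist; some results beyond the cut were filed as inactive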
Target sequence (P49146 whole entry, looked up): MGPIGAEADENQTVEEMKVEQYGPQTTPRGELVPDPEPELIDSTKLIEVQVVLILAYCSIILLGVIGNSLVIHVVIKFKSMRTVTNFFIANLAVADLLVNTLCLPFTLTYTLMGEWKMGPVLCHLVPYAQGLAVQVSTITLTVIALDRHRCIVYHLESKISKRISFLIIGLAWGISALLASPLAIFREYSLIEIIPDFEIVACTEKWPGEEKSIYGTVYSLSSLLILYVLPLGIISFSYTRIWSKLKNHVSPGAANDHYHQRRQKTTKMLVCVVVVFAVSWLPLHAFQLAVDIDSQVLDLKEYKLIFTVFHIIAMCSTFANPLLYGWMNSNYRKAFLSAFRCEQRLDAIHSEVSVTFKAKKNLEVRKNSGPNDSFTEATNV
NPY1 pot ag: human NPY-Y1 potentiation or agonism, primary screen; NPY-Y1 expressing cells, potentiator/agonist activation; activation, % at 3.6 µM; 220,000 compounds, 0.37% hits; AID 1304; in the data active means activation above about 33%, passing the limit was not always enough;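 further: cells stimulated with NPY at EC10 then isoproterenol at EC100; 0% = low agonist plus stimulus and 100% = saturating agonist plus stimulus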
TRPML3 ag: activates the human TRPML3 channel; activation, % at 3 µM; HEK293 TRPML3-YFP, Fluo-8 calcium fluorescence; 100% = the carbachol control signal; 220,000 compounds, 0.29% hits; Q8TDD5; AID 1448;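 active means activation above its plate's cutoff, the mean activation of the plate's test wells plus 3 SD, cut at about 12% in these data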;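 further: 0% = DMSO only wells and 100% = carbachol wells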
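Test system – HEK293 line with stable expression of human TRPML3-YFP channel · Control set – carbachol 87 µM final as high control (100%), DMSO as low control (0%) · Signal – Fluo-8 calcium dye fluorescence, ex 470-495, em 515-575 nm · Incubation – 1-h 37 °C dye load, 5-s basal, 120-s post-compound reads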
CHOP inhibitor: inhibitors of CHOP induction in ER stress response; CHO-K1 CHOP-promoter luciferase, tunicamycin-induced, 15-18 h; inhibition, % at 10 µM; 220,000 compounds, 3.8% hits;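 active means compounds that reduced the stress-induced luciferase reporter signal by more than about 70% of percent inhibition, limit read from the data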;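 further: 0% = tunicamycin plus vehicle and 100% = wells without tunicamycin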
EP2 modulator: EP2 receptor (human) modulation. EP2-expressing cells, cAMP HTRF FRET, PGE2 co-stimulation. induction, % at 25 µM. P43116. 260,000 compounds, 0.83% hits;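 active means compounds whose cAMP rise, as percent of the full-agonist control response, exceeds 60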;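 further: rat C6 glioma line stably carrying human EP2 under a CMV promoter; the protocol text gives 20 µM as final concentration; 100% = response of wells given 1 µM PGE2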
* hit, by the source's call; nt = not tested or not shown; & = joins results of further samples.

SMILES	zfTRPN1 agonist	S1P4 antag	S1P4 agonist	NPY Y1 blocker	NPY-Y2 PAM-ag	NPY1 pot ag	TRPML3 ag	CHOP inhibitor	EP2 modulator
O=C(c1ccco1)N1CCN(C(=O)c2[nH]ncc2[N+](=O)[O-])CC1	1.0	-8.0	0.3	5.3	1.6	-10.3	0.9	2.4	-14.5
COC(=O)c1sc2nc3c(c(-c4cccs4)c2c1N)CCCC3	0.7	9.0	0.9	4.1	5.8	-11.9	0.3	29.5	64.2*
O=C(/C=C/c1ccccc1)Nc1ccc2c(c1)C(=O)NC2=O	0.1	-18.8	0.8	6.0	5.1	-5.3	0.2	-13.5	-38.9
COc1ccc2nc(SCc3ccccc3C)nc(C)c2c1	0.3	0.8	-1.6	0.0	-3.0	-2.7	0.5	5.0	22.4
CC1=C(C)/C(=N/OC(=O)c2cccc([N+](=O)[O-])c2)C=CC1=O	2.0	16.8	1.1	12.7	-15.5	-31.5	0.9	92.3*	-37.4
COc1ccc(-c2nn(C)c(=O)c3ccccc23)cc1NC(=O)Cn1nc(-c2ccccc2)c2ccccc2c1=O	0.5	-14.4	-0.8	0.0	-14.6	-8.4	-0.4	51.2	15.0
CCOC(=O)C1(Cc2cccc(F)c2)CCN(C(=O)C2CCOCC2)CC1	-0.1	-1.2	-1.6	-3.8	-3.7	3.0	0.7	-0.8	4.8
Cn1c(COc2ccc(Cl)cc2)nnc1SCC(=O)Nc1ccc2c(c1)CCC2	-0.9	9.4	-1.1	4.8	5.3	-26.9	-0.1	62.4	-2.6
O=C(Cn1nnc(-c2ccc(Cl)cc2)n1)NCC1CCCCC1	0.1	-9.9	0.3	1.4	6.8	20.6	0.1	90.1*	-9.0
CCC(CC)C(=O)c1c[nH]c(C(=O)NCCOC)c1	-0.3	-5.9	0.6	6.0	3.7	-3.2	1.4	-11.7	5.3
CCCCNS(=O)(=O)c1ccc2c(c1)oc(=O)n2CC(=O)OCC	0.3	-4.1	-1.4	-2.8	2.0	16.6	-0.2	28.0	6.5
Cc1ccc(N2C(=O)c3ccc(N)cc3C2=O)cc1C	0.2	-7.1	-0.6	-1.3	14.2	8.9	0.3	14.7	-17.9
CCOC(=O)Cc1csc(NC(=O)c2cccc(OC)c2)n1	1.5	6.9	0.2	12.3	4.8	8.6	1.3	-2.0	-28.0
O=C(N/N=C\c1cc(Br)cs1)C1COc2ccccc2O1 (stereo not drawn)	-0.8	19.9	0.1	3.3	-20.2	-4.1	-0.5	79.9*	0.3
CCOC(=O)C(C(=O)OCC)C(=O)c1cc(OC)c(OC)c(OC)c1	0.8	-11.2	-1.1	-3.3	5.6	5.7	0.5	-12.1	-4.3
Cc1[nH]n(-c2ccccc2)c(=O)c1C=Nc1ccc(S(=O)(=O)NC(N)=O)cc1	0.0	2.4	1.3	nt	2.2	4.1	0.4	8.0	4.7
CCN1CCCC1CNC(=O)C(=O)Nc1ccccc1 (stereo not drawn)	-0.1	-1.3	0.5	-1.3	-14.2	12.9	0.0	-27.3	-11.5
O=C(NCCN1CCOCC1)c1csc2c1CCCCC2	0.4	-7.8	1.4	-6.6	-0.6	-10.7	0.7	-24.5	-4.3
O=C(Cn1nnc2ccccc21)OCC(=O)c1ccc(Cl)cc1	0.5	-2.4	0.6	nt	7.0	19.0	-0.1	19.6	20.3&7.7
COc1ccc(C(CNC(=O)c2ccc(N3CCCC3=O)cc2)N(C)C)cc1 (stereo not drawn)	4.7	-10.3	-4.5	0.1	-16.4	16.7	2.7	1.9	-1.2
O=C(/C=C\c1ccco1)c1ccc(NC(=O)c2ccco2)cc1	0.3	-21.4	-1.4	4.8	12.4	19.0	0.0	-40.1	20.2
Cn1nnnc1SCC(=O)N1CCc2ccccc21	1.5	3.9	-0.4	nt	-3.5	0.3	0.9	8.2	3.5
O=C(Nc1cc(S(=O)(=O)N2CCOCC2)ccc1N1CCOCC1)c1ccc(S(=O)(=O)N2CCCCC2)cc1	-1.8	-0.8	0.3	3.5	3.4	-1.6	0.0	-25.0	23.1
COc1ccc2[nH]c(=O)c(CN(Cc3cccs3)Cc3nnnn3Cc3ccccc3)cc2c1	-0.7	-10.8	-2.7	-1.4	-7.2	4.0	-0.2	27.7	-14.1
COc1cc(OC)nc(NC(=O)NS(=O)(=O)c2ccc(OC(F)(F)F)cc2)n1	-1.4	-20.0	4.8	5.4	2.1	0.7	-0.7	1.5	8.2
O=C(c1ccco1)N1CCN(c2c(-c3ccccc3)c3cc(Cl)ccc3[nH]c2=O)CC1	0.4	-24.3	-0.1	2.1	-18.6	0.9	0.7	97.5*	47.2
COc1ccc(NC(=O)CSc2nc(O)cc(=O)[nH]2)c(OC)c1	-0.1	-3.2	1.0	nt	-11.0	20.4	-0.1	5.3	-13.6
O=C1OC(c2ccccc2)=N/C1=C\C=C\c1ccco1	2.1	-2.2	-0.4	4.6	-7.2	11.4	0.9	60.2	29.7
Cc1ccc2nsnc2c1NC(=O)c1ccc([N+](=O)[O-])cc1	0.6	-27.7	-1.0	0.3	-12.0	-13.1	0.5	40.2	-11.0
Cc1cc2oc(=O)c3c(c2cc1OC(=O)c1ccco1)CCCC3	0.3	-9.3	-4.5	0.9	0.6	-16.0	-0.3	15.3	36.8
Clc1ccc(CSc2ncn[nH]2)cc1	-1.1	-5.8	0.2	5.3	-6.5	-7.8	-1.2	5.6	4.2
COc1ccc(-c2nnc(SCc3cccc(C)c3)n2N)cc1	0.0	-4.7	-0.7	2.9	12.8	16.3	-0.1	-10.8	-7.1
O=c1c2c(n3nnnc3n1Cc1ccccc1)-c1ccccc1CC21CCCC1	0.7	-21.6	0.5	-1.6	-2.0	6.0	1.1	-6.2	15.2
O=[N+]([O-])c1ccccc1S(=O)(=O)NCCC1=CCCCC1	-2.0	-0.1	1.2	4.6	-2.4	-0.6	-0.1	10.2	-1.9
COC(=O)CSC1=C(C#N)C(c2cccc(F)c2)CC(=O)N1 (stereo not drawn)	0.5	-7.4	-0.1	7.2	-4.2	6.8	0.2	4.0	22.6
COc1ccc(-c2c(C(C)=O)c(C)nc3sc4c(=O)n(-c5ccc(C)cc5)nnc4c23)cc1	0.1	-9.7	-0.3	2.3	-21.4	10.9	0.6	16.9	20.7

Single records (already shown).
O=C(Cn1nnc2ccccc21)OCC(=O)c1ccc(Cl)cc1 is listed with zfTRPN1 agonist = 0.5; S1P4 antag = -2.4; S1P4 agonist = 0.6; NPY Y1 blocker = nt; NPY-Y2 PAM-ag = 7.0; NPY1 pot ag = 19.0; TRPML3 ag = -0.1; CHOP inhibitor = 19.6; EP2 modulator = 20.3&7.7
COC(=O)CSC1=C(C#N)C(c2cccc(F)c2)CC(=O)N1 (stereo not drawn) is listed with zfTRPN1 agonist = 0.5; S1P4 antag = -7.4; S1P4 agonist = -0.1; NPY Y1 blocker = 7.2; NPY-Y2 PAM-ag = -4.2; NPY1 pot ag = 6.8; TRPML3 ag = 0.2; CHOP inhibitor = 4.0; EP2 modulator = 22.6

Next section:
SMILES	zfTRPN1 agonist	S1P4 antag	S1P4 agonist	NPY Y1 blocker	NPY-Y2 PAM-ag	NPY1 pot ag	TRPML3 ag	CHOP inhibitor	EP2 modulator
CCCCOc1ccc(C(=O)C(CN2CCOCC2)c2ccccc2)cc1 (stereo not drawn)	-0.1	1.6	-3.3	3.2	-22.7	-2.6	-0.1	nt	-30.2
Cc1nnsc1C(=O)NNc1c(Cl)cccc1Cl	0.1	6.5	0.4	nt	13.6	8.1	0.0	-5.9	-33.4
Cc1cc(C)n2c(SCC(=O)Nc3ccc(Cl)cn3)nnc2n1	0.1	-0.3	-2.9	0.3	7.2	-9.8	0.4	6.1	-2.2
CC(C)Cn1c(N)c(C(=O)COC(=O)c2cc(F)cc(F)c2)c(=O)n(C)c1=O	4.0	-0.6	0.6	18.0	-13.1	-8.0	3.5	31.4	-25.4
CSc1nc(-c2ccco2)nn1C(=O)c1ccc(Cl)cc1	0.5	-1.7	0.6	2.0	-9.7	5.8	-0.2	37.2	15.3
Cc1ccc(C2=NN(C(=O)CCl)C(c3cccs3)C2)o1 (stereo not drawn)	-0.4	-8.0	-0.2	1.3	-5.3	-14.1	0.2	84.1*	7.1
COc1ccc(C)cc1-n1nnnc1SCC(=O)c1cc(C)n(Cc2ccco2)c1C	-2.0	-6.6	-0.1	12.0	-16.3	-15.1	-0.5	14.2	11.2
CC(=O)Nc1ccccc1NC(=O)CC(C)(C)C	0.8	-13.0	-0.6	8.5	0.1	11.9	0.8	-5.9	-3.0
Cc1ccc(C)c(NC(=O)c2ccc3c(c2)N(Cc2ccc(F)cc2)C(=O)CS3=O)c1 (stereo not drawn)	-1.3	-2.3	2.1	2.7	0.9	5.3	-0.3	12.8	-19.9
COc1ccc(CCNC(=O)CCn2c(=O)oc3ccccc32)cc1OC	0.6	1.3	-0.3	1.1	-16.3	-16.6	0.1	12.4	5.4
O=C(NCc1ccc(F)cc1)c1ccc(CS(=O)(=O)Cc2ccc(F)cc2)o1	2.2	-16.5	2.0	0.9	6.7	0.6	1.1	22.9	-24.6
Cc1c(C(=O)N2CCOCC2)sc2ncn(CC(=O)N3CCC(C)CC3)c(=O)c12	-0.1	-7.2	1.2	1.3	10.1	4.8	0.4	10.9	-3.8
O=C(c1ccccc1)n1ccn(-c2ccccc2)c1=S	0.2	5.7	1.7	3.2	-13.7	-15.3	-0.7	10.8	34.8
O=C(Nc1nncs1)c1cccc(S(=O)(=O)N2CCc3ccccc32)c1	4.0	-32.8	0.9	-2.0	19.0	5.7	7.7	0.3	-57.0
COC(=O)c1ccc(C(=O)OC)c(NC(=O)COC(=O)C2CC2C)c1 (stereo not drawn)	-0.3	-4.0	0.4	10.5	-31.1	-37.0	0.0	59.0	-1.1
Cc1cccc2cc(COC(=O)C(C)(C)C)c(=O)[nH]c12	0.2	-11.3	0.5	-5.6	-4.5	-4.3	0.9	-3.0	7.0
O=C(COc1ccccc1Cl)NNC(=O)C1CCCO1 (stereo not drawn)	0.2	-10.6	-0.5	-3.3	-5.0	-6.6	0.2	14.2	9.7
CCOc1ccc(C2=Nn3c(nnc3-c3ccccc3)SC2)cc1Cl	3.3	0.1	-4.2	3.9	5.8	-5.9	1.2	-5.2	21.3
CCN(CC)C(=O)Cn1nnc(-c2ccc(S(C)(=O)=O)cc2)n1	0.4	7.6	-0.5	-0.6	-13.8	2.3	0.9	-8.7	-7.4
Cc1ccc(N2CCN(C(=O)c3ccccc3NC(=O)C3CCCCC3C(=O)O)CC2)cc1 (stereo not drawn)	-0.4	-24.0	1.2	9.8	-1.8	-9.3	0.2	-10.5	10.4
Fc1ccccc1OCCCCCCN1CCCC1	-0.2	-6.8	1.8	5.0	4.0	7.4	0.8	5.4	17.4
O=C(/C=C/c1ccccc1)NNC(=O)C1CC1	0.9	-2.4	1.7	7.8	-3.5	2.0	0.8	17.4	22.6
CC(=O)N=c1n(C)c2ccccc2n1CCOc1ccccc1	0.6	0.6	-1.5	-2.2	2.2	6.1	0.8	0.7	34.2

The order is random; 6.5% or so of the library scored in one or more.
